# Screens from PubChem BioAssay.
# DT40 TDP1 no CPT – qHTS for Inhibitors of human tyrosyl-DNA phosphodiesterase 1 (TDP1): qHTS in cells in absence of CPT; DT40 Tdp1-/- hTDP1 cells, no CPT, ATP luminescence, 48 h; Potency, µM (doses to about 46.2 µM), inactives show top-dose activity change, negative = growth inhibition, actives largely listed as inhibitors; 15% of 420,000 active; also: nearly all actives have a fitted effect of over 55% in size
#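 DT40 Tdp1-/-;hTDP1 cells, no CPT (DMSO vehicle only), 400 cells/well; compounds pin-transferred; ≥48 hr, 37 °C; CellTiter-Glo 30 min RT dark, luminescence read.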
# TDP1 cell CPT – DT40-hTDP1 cell growth loss with CPT; chicken DT40 Tdp1-/-;hTDP1 cells + 20 nM CPT, ATP luminescence, 48 h; Potency, µM (series often up to 46.2 µM), for inactives: at the highest dose activity change, negative = growth inhibition, actives largely listed as inhibitors; 12% of 420,000 active; also: nearly all actives have a fitted effect of over 55% in size
#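 Cell growth measured by CellTiter-Glo luminescence after a minimum 48 h, 37 C compound exposure with 20 nM CPT in Tdp1-knockout DT40 cells stably expressing hTDP1, seeded 400/well; qHTS titration format.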
# KAT2A inh – inhibitors of human GCN5L2 histone acetyltransferase; Q92830; GCN5L2 HAT assay, ThioGlo1 CoA-SH fluorescence; Potency, µM (doses to about 58.9 µM), without a hit: at the highest dose activity change, negative = inhibition, hits mostly inhibitors; 0.21% of 390,000 active; AID 504327
# Target sequence (Q92830 whole entry, looked up): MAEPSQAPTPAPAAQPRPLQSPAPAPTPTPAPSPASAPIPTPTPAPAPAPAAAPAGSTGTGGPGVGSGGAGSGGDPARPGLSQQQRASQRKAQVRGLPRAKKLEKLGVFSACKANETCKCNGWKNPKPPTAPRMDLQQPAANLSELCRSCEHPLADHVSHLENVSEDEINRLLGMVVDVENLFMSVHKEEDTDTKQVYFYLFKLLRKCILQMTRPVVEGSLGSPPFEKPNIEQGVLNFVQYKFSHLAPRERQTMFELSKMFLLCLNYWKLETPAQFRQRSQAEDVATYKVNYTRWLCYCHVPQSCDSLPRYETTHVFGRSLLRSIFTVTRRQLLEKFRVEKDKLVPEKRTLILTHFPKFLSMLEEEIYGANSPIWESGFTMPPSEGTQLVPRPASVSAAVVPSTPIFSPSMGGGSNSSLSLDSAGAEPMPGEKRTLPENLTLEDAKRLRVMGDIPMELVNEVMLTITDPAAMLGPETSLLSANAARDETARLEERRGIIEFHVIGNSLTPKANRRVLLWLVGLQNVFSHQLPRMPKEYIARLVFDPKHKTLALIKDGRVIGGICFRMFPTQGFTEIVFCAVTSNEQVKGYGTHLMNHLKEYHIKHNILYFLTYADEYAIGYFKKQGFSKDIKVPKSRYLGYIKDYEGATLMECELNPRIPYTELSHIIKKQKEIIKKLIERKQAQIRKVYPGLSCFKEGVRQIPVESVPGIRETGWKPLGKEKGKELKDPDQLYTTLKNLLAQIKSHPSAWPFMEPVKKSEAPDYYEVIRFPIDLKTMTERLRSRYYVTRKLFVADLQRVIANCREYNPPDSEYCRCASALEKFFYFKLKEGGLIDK
#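 Fluorescence readout, Ex340nm/Em540nm: ThioGlo1 (50uM final) reacts with free CoA thiol released as 20nM GCN5L2 acetylates H3(1-25) peptide (75uM) using acetyl-CoA (70uM). Compound and enzyme sat 15 min beforehand; 20 min room-temperature reaction.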
# The depositor's hits bear a star; ? = inconclusive; · = no result given; & = joins results of further samples. Calls follow the shape of the dose curve; as a rule, active = well fitted curve in the direction sought with a large enough effect; inconclusive = small, poorly fitted or top-dose-only effect, or another doubt; inactive = no such curve, though single readings can be large; an effect the other way counts as inactive or inconclusive. % is scaled to controls: 0 for no effect and ±100 for the full control effect; potency is read from the fitted curve at half-maximal effect.
SMILES,DT40 TDP1 no CPT,TDP1 cell CPT,KAT2A inh
N#C/C(=C\c1ccc(-c2ccccc2[N+](=O)[O-])o1)C(=O)Nc1nc(-c2cccs2)cs1,29µM*,?,-6%
O=C(c1c[nH]c2ccc(S(=O)(=O)N3CCOCC3)cc2c1=O)N1CCCC1,-7%,-12%,-3%
O=c1c2ccccc2cnn1CCOc1ccccc1,?,-28%,-2%
CN1C2C=CC(=O)C1C1C(=O)N(c3ccccc3)C(=O)C12 (centres undefined),18µM*,18µM*,·
COc1cccc(C(C2=C(O)CC(C)(C)CC2=O)C2C(=O)CC(C)(C)CC2=O)c1 (centres undefined),6%,10%,-1%
CCOC(=O)c1cnc2c(C)c(Cl)ccc2c1N1CCOCC1,?,?,2%
Cc1nc2ccccc2c(=O)n1NC(=O)c1ccccc1F,-22%,-1%,5%
CCOC(=O)C(C)(C)Oc1cccc2c1S(=O)(=O)c1ccccc1-2,-15%,-6%,·
CCCn1c(C(C)C)n[nH]c1=S,-8%,3%,-5%
CCSc1nnc(C)c2ccccc12,-6%,-6%,-9%
O=C(COC(=O)c1ccc(S(=O)(=O)Nc2ccccc2)cc1)NC1CCCC1,-14%,5%,2%
CCCN1Cc2cccc(C(=O)Nc3ccc4c(c3)OCO4)c2C1=O,-22%,-18%,-4%
O=C(NCc1ccccn1)c1nn(-c2ccccc2F)nc1CO,-16%,?,0%
COc1ccc(Cn2c(SCC(=O)NCc3ccccc3)nc3ccccc32)cc1,?,?,16%
Nc1ncc2c(n1)CCN(c1ccc([N+](=O)[O-])cc1)C2,?,-4%,-6%
N#Cc1cc([N+](=O)[O-])ccc1NCCN1CCOCC1,2%,11%,3%
CCN(CC)C(=O)COC(=O)C1CCN(S(=O)(=O)c2ccc3c(c2)OCCO3)CC1,19%,4%,4%
Nc1c(C(=O)Nc2ccccc2F)sc2nc(Cc3ccccc3)cc(C(F)(F)F)c12,-6%,1%,-3%
CC(=O)c1sc(Nc2cccc(C)c2)nc1C,4%,-5%,-3%
CCN(CC)C(=O)c1oc2ccc(S(=O)(=O)N3CCCCCC3)cc2c1C,23µM*,?,-12%
CCNc1nc(NC(C)CC)nc(Oc2ccc(OCC)nn2)n1 (centres undefined),9.2µM*,10µM*,-16%&-8%
COc1cccc(-n2c(SCC(=O)O)nnc2-c2cccnc2)c1,-1%,-9%,-6%
O=C(CSc1nnc(Nc2ccccc2F)s1)c1cc2ccccc2o1,?,-8%,-5%
Cc1cc(Cl)cc(Cl)c1OCCOc1cccc2cccnc12,?,23µM*,-8%
CC1CCN(Cc2c(C(=O)N/N=C/c3cc(Br)ccc3O)nnn2-c2nonc2N)CC1,5.8µM*,5.8µM*,-12%
Cc1cc(S(=O)(=O)NCCCN2CCOCC2)ccc1F,0%,5%,-1%
Cc1cnccn1,11%,?,·
Cc1nc2ccccn2c1C(=O)NN,3%,-1%,-3%
COc1cccc(-c2cc(C(=O)Nc3cccc(O)c3)no2)c1,-26%,?,-2%
O=C(C1CCN(S(=O)(=O)c2cccnc2)CC1)N1CCN(C2CCCC2)CC1,-8%,-2%,-2%
O=C(CN1C(=O)c2ccccc2C1=O)N1CCN(C(=O)c2ccco2)CC1,-4%,?,0%
CC(=O)c1cccc(NC(=O)c2ccc3c(Cl)c4c(nc3c2)CCCC4)c1,23µM*,?,-3%
Cc1cc(=O)n2c(C(=O)Nc3ccc(Br)cc3)c(C(=O)Nc3ccccc3)sc2n1,2%,-15%,-1%
CCCCCNC(=O)C(c1ccc(-c2ccccc2)cc1)n1c(=O)c(-c2ccccc2)nc2ccccc21 (centres undefined),?,?,·
CC(C)(C)c1cc(N)n(-c2ccc(C(=O)O)cc2)n1,-1%,3%,-2%
CCn1c(SCc2ccc(F)cc2)nnc1C1CCN(S(=O)(=O)c2ccc(OC)cc2)CC1,16µM*,?,-1%
CCCCOc1ccc(CNC(=O)c2ccc3c(c2)N(C)C(=O)C2CCCCN32)cc1 (centres undefined),?,?,-9%
CCc1ccccc1NC(=O)CN1CCN(C(=O)C(C)NC(=O)c2ccc(Cl)cc2)CC1 (centres undefined),?,?,-6%
Cc1ccc(N(CC(=O)NCc2ccc(Cl)cc2)S(C)(=O)=O)cc1,2%,-21%,1%
Cc1ccc(CNc2nc(C)cs2)cc1,-28%,-3%,-1%
COc1ccc(CN(C(=O)c2nsc(Cl)c2Cl)C(C(=O)NC2CCCC2)c2ccc(OC)cc2)cc1 (centres undefined),-7%,-25%,-2%
CCOCCCNC(=O)CCn1ccc2cc(S(=O)(=O)N3CCCC3)ccc21,12%,-14%,-3%
O=C(CSc1nccn1Cc1ccc(Cl)cc1)Nc1ccc2c(c1)OCCO2,-9%,-22%,-22%
COC(=O)c1cn(C(=O)c2ccccc2F)nc1N,-21%,6%,-8%
CC(=O)Nc1cc(-c2cccc(F)c2)cn2c(-c3ccccc3)cnc12,?,18µM*,·
Cc1ccccc1/C=N/N1CCN(c2ccccc2)CC1,10%,12%,-1%
Cc1cc(NS(=O)(=O)c2ccccc2)c([N+](=O)[O-])cc1C,-6%,1%,2%
COC(=O)c1ccc(COc2cc(O)c3c(c2)OC(C)(C)CC3=O)cc1,?,-28%,0%
COc1ccc(-n2cnnc2SCC(=O)Nc2cc(S(=O)(=O)N3CCCCC3)ccc2C)cc1,-14%,?,-3%
CCOC(=O)N1CCN(C(=O)c2ccccc2NC(=O)c2ccc(OC)cc2)CC1,-3%,-15%,11%

# Next part:
SMILES,DT40 TDP1 no CPT,TDP1 cell CPT,KAT2A inh
COc1cccc(CN(C)C(=O)c2cccc(S(=O)(=O)N3CCN(c4ccccc4)CC3)c2)c1OC,8.2µM*,18µM*,·
CCOC(=O)[C@H]1[C@H]2COc3ccc(Cl)cc3[C@@H]2N2C(=O)[C@@H](CO)NC(=O)[C@@]12C,-23%,?,-2%
COC(=O)CC1C(C)(C)C(O)C2CC3=C4CC(O)OC(c5ccoc5)[C@]4(C)CCC3[C@@]1(C)C2=O (some centres undefined),?,?,4%
CC(C)(C)OC(=O)N1CCC(c2c(C(=O)NCc3ccccc3)cnn2-c2cccc(F)c2)CC1,18µM*,?,0%
O=C(c1ccc(=O)oc1)N1CCCc2ccccc21,16µM*,?,?
CCc1cccc(CC)c1C(O)c1cccnc1 (centres undefined),-7%,-3%,0%
CC(C)(C)c1ccc(N/N=C(\C#N)S(=O)(=O)C(C)(C)C)cc1,?,4.6µM*,?
O=C(O)c1cccc(CN2C(=O)S/C(=C/c3cccc([N+](=O)[O-])c3)C2=O)c1,?,?,-25%
O=C(Nc1cccnc1Cl)c1cc(-c2ccc(Br)cc2)on1,-14%,0%,-6%
O=C(OCc1cn([C@@H]2CN(CC3CCCCC3)[C@@H](c3ccc(Cl)cc3)C[C@H]2O)nn1)c1ccccc1,-17%,-4%,·
CC(=O)Nc1ccc(C(=O)CSc2nnc(C)o2)cc1,-17%,-9%,0%
CC1CCN(C(=O)COC(=O)c2cc3ccccc3cc2O)CC1,-6%,-1%,-4%
O=C(C[n+]1ccccc1)Nc1nc2ccccc2s1,-17%,0%,-3%
COc1ccc(OCCOC(=O)CNC(=O)c2ccc(Cl)cc2Cl)cc1,-4%,-18%,-9%
CNC(=O)C1CCC(Cn2c(=O)c3sccc3n(CC(=O)N3CCCC3)c2=O)CC1 (centres undefined),-9%,-13%,5%
CCC(=NNS(=O)(=O)c1ccc(C)cc1)c1ccccc1,11%,-10%,·
O=C(COC(=O)CCCNC(=O)c1ccc(Cl)cc1)NCc1ccccc1Cl,-1%,-4%,-5%
Cc1cc(N2CCN(C/C=C/c3ccccc3)CC2)n2ncnc2n1,10µM*,16µM*,-8%
COc1ccc(-c2nsc(C(=O)N(c3ccc(F)cc3)C(C(=O)NC3CCCC3)c3ccc(OC)cc3)c2N)cc1 (centres undefined),16µM*,16µM*,-10%
CC(C)(C)c1ccc(COC(=O)CNC(=O)CNC(=O)Cc2ccccc2)cc1,-8%,-17%,-2%
CC(C)C[C@H](NC(=O)N1c2ccccc2NC(=O)[C@@H]1C(C)C)C(=O)N[C@@H](Cc1ccccc1)C(=O)O,17%,10%,0%
CC(C)c1nnc(NC(=O)c2cccnc2)s1,-3%,11%,-6%
O=C(Nc1ccc(Cl)cc1)C1Cc2c(-c3cccc(F)c3)ccnc2O1 (centres undefined),18µM*,?,·
Cc1onc(-c2ccccc2)c1C(=O)Nc1nnc(CC(C)C)s1,-13%,-3%,-16%
CCOc1ccc(CC(=O)Nc2cccc(-c3nc4cccnc4s3)c2C)cc1,-6%,-15%,-9%
CC(=O)c1cc(-c2ccccc2)n(CC(=O)NCc2cccs2)c1C,?,?,-9%
CN1CCN(c2nc(-c3ccc(Cl)cc3)nc3ccccc23)CC1,16µM*,?,-1%
Fc1cccc(Cc2c(-c3ccco3)nc3c(Cl)cc(C(F)(F)F)cn23)c1,?,?,·
C[C@H](CO)N1C[C@H](C)[C@@H](CN(C)S(C)(=O)=O)Oc2ccc(NC(=O)NC3CCCCC3)cc2C1=O,7%,11%,-7%
COc1cccc(C(O)c2ncc(-c3ccccc3Cl)[nH]2)c1 (centres undefined),-18%,?,·

# Quoted from above, 19 compounds:
SMILES,DT40 TDP1 no CPT,TDP1 cell CPT,KAT2A inh
CC1CCN(C(=O)COC(=O)c2cc3ccccc3cc2O)CC1,-6%,-1%,-4%
O=C(C[n+]1ccccc1)Nc1nc2ccccc2s1,-17%,0%,-3%
COc1ccc(OCCOC(=O)CNC(=O)c2ccc(Cl)cc2Cl)cc1,-4%,-18%,-9%
CNC(=O)C1CCC(Cn2c(=O)c3sccc3n(CC(=O)N3CCCC3)c2=O)CC1 (centres undefined),-9%,-13%,5%
CCC(=NNS(=O)(=O)c1ccc(C)cc1)c1ccccc1,11%,-10%,·
O=C(COC(=O)CCCNC(=O)c1ccc(Cl)cc1)NCc1ccccc1Cl,-1%,-4%,-5%
Cc1cc(N2CCN(C/C=C/c3ccccc3)CC2)n2ncnc2n1,10µM*,16µM*,-8%
COc1ccc(-c2nsc(C(=O)N(c3ccc(F)cc3)C(C(=O)NC3CCCC3)c3ccc(OC)cc3)c2N)cc1 (centres undefined),16µM*,16µM*,-10%
CC(C)(C)c1ccc(COC(=O)CNC(=O)CNC(=O)Cc2ccccc2)cc1,-8%,-17%,-2%
CC(C)C[C@H](NC(=O)N1c2ccccc2NC(=O)[C@@H]1C(C)C)C(=O)N[C@@H](Cc1ccccc1)C(=O)O,17%,10%,0%
CC(C)c1nnc(NC(=O)c2cccnc2)s1,-3%,11%,-6%
O=C(Nc1ccc(Cl)cc1)C1Cc2c(-c3cccc(F)c3)ccnc2O1 (centres undefined),18µM*,?,·
Cc1onc(-c2ccccc2)c1C(=O)Nc1nnc(CC(C)C)s1,-13%,-3%,-16%
CCOc1ccc(CC(=O)Nc2cccc(-c3nc4cccnc4s3)c2C)cc1,-6%,-15%,-9%
CC(=O)c1cc(-c2ccccc2)n(CC(=O)NCc2cccs2)c1C,?,?,-9%
CN1CCN(c2nc(-c3ccc(Cl)cc3)nc3ccccc23)CC1,16µM*,?,-1%
Fc1cccc(Cc2c(-c3ccco3)nc3c(Cl)cc(C(F)(F)F)cn23)c1,?,?,·
C[C@H](CO)N1C[C@H](C)[C@@H](CN(C)S(C)(=O)=O)Oc2ccc(NC(=O)NC3CCCCC3)cc2C1=O,7%,11%,-7%
COc1cccc(C(O)c2ncc(-c3ccccc3Cl)[nH]2)c1 (centres undefined),-18%,?,·

# Next entries follow:
SMILES,DT40 TDP1 no CPT,TDP1 cell CPT,KAT2A inh
CCN1CCN(c2ccc(NC(=O)c3cccnc3)cc2Cl)CC1,-23%,-8%,2%
CCOC(=O)N1CCC(Nc2c(OCC)c(=O)c2=O)CC1,3%,23%,-5%
O=C(Cc1ccc(S(=O)(=O)N2CCOCC2)s1)N1CCN(S(=O)(=O)c2cccc(Cl)c2)CC1,16µM*,16µM*,-5%
CC(C)(C)CC(=O)Nc1ccc(Nc2ccccc2)cc1,-28%,-26%,2%
O=C(O)/C=C/c1cn(-c2ccccc2)nc1-c1cc2ccccc2o1,?,-16%,-16%
Cc1csc(=O)n1CCC(=O)OCC(=O)c1c(N)n(C)c(=O)n(C)c1=O,1%,-15%,-3%
O=[N+]([O-])c1ccc(Cl)cc1NCCCN1CCOCC1,8%,8%,1%
COc1ccc(N2CCN(C(=O)CCC(=O)N3CC(C)Oc4ccc(C)cc43)CC2)cc1 (centres undefined),?,?,3%
CCOc1ccc(NC(=O)CCc2nc3cccnc3n2-c2ccccc2)cc1,?,?,1%
N#C/C(=C(/O)C(Cl)c1ccccc1)c1nc2ccccc2s1 (centres undefined),13µM*,6.5µM*,-7%
CCC(C)NC(=O)Cn1c(=O)n(CCCC(=O)NCc2ccccc2Cl)c(=O)c2ccccc21 (centres undefined),?,-23%,-2%
Cc1nnc(SCC(=O)Nc2ccc(N(C)C)cc2)n(N)c1=O,7%,6%,-2%
